Screens: PubChem, National Center for Advancing Translational Sciences (NCATS)
TrxR1 inh: rat TrxR1 inhibition. 1% of 390,000 active. recombinant rTrxR1, NADPH fluorescence consumption, selenite substrate. O89049. Potency, µM (doses to about 114 µM), without a hit: at the top dose activity change, negative = inhibition, hits mostly inhibitors; also: potency is read from the fitted curve at half-maximal effect; % is scaled to controls: 0 for no effect and ±100 for the full control effect; nearly all actives have a fitted effect of over 65% in size
Target sequence (O89049 whole entry, looked up): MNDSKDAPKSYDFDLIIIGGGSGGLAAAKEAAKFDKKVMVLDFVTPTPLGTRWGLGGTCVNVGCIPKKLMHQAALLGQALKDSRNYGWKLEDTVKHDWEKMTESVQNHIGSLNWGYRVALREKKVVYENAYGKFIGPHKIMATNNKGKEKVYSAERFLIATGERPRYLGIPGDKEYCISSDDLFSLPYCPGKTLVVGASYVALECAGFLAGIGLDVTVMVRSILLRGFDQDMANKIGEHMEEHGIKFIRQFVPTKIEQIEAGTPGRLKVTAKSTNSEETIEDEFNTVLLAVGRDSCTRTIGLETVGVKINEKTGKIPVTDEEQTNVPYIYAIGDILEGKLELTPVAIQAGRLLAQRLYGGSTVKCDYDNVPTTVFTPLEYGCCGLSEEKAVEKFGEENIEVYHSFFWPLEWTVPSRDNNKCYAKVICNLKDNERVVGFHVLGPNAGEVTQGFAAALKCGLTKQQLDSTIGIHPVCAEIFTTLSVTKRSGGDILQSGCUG
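Rat TrxR1 (90 nM in the dispensed reagent) was pre-reduced with 400 uM NADPH for 5 min at room temperature, then incubated with compound for 15 min. After 400 uM selenite was added, NADPH fluorescence (Ex 340/Em 450 nm) was followed for 8 min.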
TrxR1 substrate: rat thioredoxin reductase 1 substrate activity. Potency, µM (doses to about 114 µM), for inactives: at the top dose activity change, negative = substrate turnover. 0.01% of 390,000 active. purified TrxR1 substrate turnover, NADPH consumption readout. O89049; also: potency is read from the fitted curve at half-maximal effect; % is scaled to controls: 0 for no effect and ±100 for the full control effect; nearly all actives have a fitted effect of over 50% in size
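Rat TrxR1, dispensed at 90 nM, was prereduced with 400 uM NADPH (final) for 5 min at ~22 deg C, then incubated with compound 15 min before 400 uM selenite. A first-read NADPH fluorescence drop versus no-compound background flagged substrates.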
D2 antag: D2 dopamine receptor (human) antagonism; P14416; HEK293 TREx D2 cells, calcium flux, dopamine EC80; inhibition, % at 10 µM; 2% of 340,000 active; in the data active = inhibition above about 30%; also: 0% is about no effect
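Calcium flux kinetic readout in an inducible HEK293 TREx D2 line plated overnight at 30 C. After 180 s compound exposure, an EC80 dopamine challenge follows with another 180 s kinetic read to detect antagonism.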
TRHR agonist: activates the human TRH receptor | P34981 | TRHR cells, calcium flux fluo-8, FDSS agonist mode | activation, % at 2 µM | 0.18% of 360,000 active; in the data active = activation above about 30%; also: 0% is about no effect
Target sequence (P34981 whole entry, looked up): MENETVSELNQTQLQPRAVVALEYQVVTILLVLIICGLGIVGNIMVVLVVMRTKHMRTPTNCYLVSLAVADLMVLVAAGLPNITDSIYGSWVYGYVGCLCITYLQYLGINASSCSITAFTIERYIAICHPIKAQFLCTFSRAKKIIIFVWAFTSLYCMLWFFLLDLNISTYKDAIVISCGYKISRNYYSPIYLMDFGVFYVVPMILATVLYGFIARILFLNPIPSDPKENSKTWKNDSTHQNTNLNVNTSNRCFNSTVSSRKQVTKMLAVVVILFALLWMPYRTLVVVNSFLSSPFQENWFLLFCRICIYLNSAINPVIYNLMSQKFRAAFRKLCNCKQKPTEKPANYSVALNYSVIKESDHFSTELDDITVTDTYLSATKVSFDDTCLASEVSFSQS
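Agonist-mode FDSS calcium read (Ex 480/Em 530, 1 s cycles) in 1536-well TRHR cells with fluo-8 dye, after 10-cycle baseline and 23 nL compound addition; TRH at EC20 (10 nM final) added afterwards for the enhancer phase.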
PI4K2A block: PI4K2A (human) kinase inhibition; 0.13% of 420,000 active; Q9BTU6; activity change, negative = inhibition, % at 76.9 µM; purified PI4K2A, ADP-Glo luminescence, 1 h; stronger effect = lower value; in the data active = activity change below about -50%; inconclusive = mostly about -30% to -49%;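 also: -100% = wells without enzyme as full effect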
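In this quantitative HTS, ADP production by PI4K2A was quantified luminescently after 1 h at ambient temperature; 100 microM adenosine served as plate-quality control.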
IDH1 R132H inh: human IDH1 R132H inhibition; O75874; IDH1-R132H enzyme, NADPH consumption, diaphorase/resazurin fluorescence; Potency, µM (titrated, usually from 76.6 µM), inactives show at the top dose activity change, negative = inhibition, hits mostly inhibitors; 0.093% of 390,000 active; AID 602179; also: potency is read from the fitted curve at half-maximal effect; % is scaled to controls: 0 for no effect and ±100 for the full control effect; nearly all actives have a fitted effect of over 65% in size
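IDH1-R132H (0.5 ug/mL) preincubated 30 min with compound, then NADPH (0.016 mM) and alpha-KG (2 mM) added; 80 min at RT, pH 7.5. Remaining NADPH coupled via diaphorase/resazurin to fluorescence (540/590 nm); concentration-response curves normalized to no-enzyme control.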
TRHR PAM: allosteric enhancers of human TRH receptor | 0.66% of 360,000 active | enhancement, % at 2 µM | TRHR cells, fluo-8 calcium fluorescence, EC20 TRH enhancement; in the data active = enhancement above about 30%; also: 0% is about no effect
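Enhancer read-out: after compound pinning and an initial kinetic agonist-mode read, an EC20 of TRH (10 nM final) was injected and fluo-8 calcium signal (Ex 480/Em 530) followed at 1 s/cycle for 100 cycles in TRHR-expressing cells.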
D2 agonist: activates the human D2 dopamine receptor; AID 485358; activation, % at 2 µM; P14416; HEK293 T-REx D2 cells, calcium flux agonist mode; 0.53% of 340,000 active;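 active = activation over 3 SD above normal in the single-dose calcium agonist read, cut at about 30% in these data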; also: 0% is about no effect
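Calcium-flux readout, 1 cycle/sec over 180 s following compound pin transfer, in inducible HEK293 Trex D2 cells (force-coupled); dopamine controls included. Positive calcium responses during this window marked compounds as potential agonists.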
USP1 inh: inhibitors of human USP1/UAF1 deubiquitinase; O94782; recombinant USP1/UAF1, Ub-Rhodamine cleavage fluorescence; Potency, µM (titrated, usually from 57.1 µM), without a hit: top-dose activity change, negative = inhibition, most hits filed as inhibitors; 0.23% of 390,000 active; AID 743255; also: potency is read from the fitted curve at half-maximal effect; % is scaled to controls: 0 for no effect and ±100 for the full control effect; nearly all actives have a fitted effect of over 60% in size; inactives centre near -12
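1 nM enzyme complex + cpd, 15 min RT; start with Ub-Rho 150nM final; kinetic fluorescence ex 480/em 540, 6 reads q60 s. Buffer 50mM HEPES pH 7.8, 0.5mM EDTA, 0.1 mg/ml BSA, 1mM TCEP, 0.01% Tween-20.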
* hit, by the source's call; u = inconclusive; x = not tested or not shown; [ ] = dose if it differs, or a comment. Unless noted, calls follow the shape of the dose curve; as a rule, active = well fitted inhibition curve with a large enough effect; inconclusive = small, poorly fitted or top-dose-only effect; inactive = no such curve, though single readings can be large or run the other way.

SMILES	TrxR1 inh	TrxR1 substrate	D2 antag	TRHR agonist	PI4K2A block	IDH1 R132H inh	TRHR PAM	D2 agonist	USP1 inh
COc1ccc(S(=O)(=O)N(CC(=O)Nc2cc(Cl)ccc2C)Cc2ccccc2)cc1OC	12%	-4%	x	1.5	-3	8%	-7	-0.2	u
CCc1ccc(-n2c(Cc3ccccc3)n[nH]c2=S)cc1	-10%[57.1 µM]	-13%	-27	-1.0	3	1%	-2	0.4	-5%
Cc1cc(=O)n2nc(N3CCC(C(=O)NCCCOC(C)C)CC3)sc2n1	-10%	-5%	x	0.3	-1	0%	-3	-0.3	-19%
CCCOc1ccc(-c2c(C(=O)N/N=C(\C)COc3ccccc3)nnn2-c2nonc2N)cc1	-3%	0%	3	-0.4	1	8%	-1	-0.5	-18%
Cc1cccc(N2C(=O)c3ccc(C(=O)Nc4ccccn4)cc3C2=O)c1	15%	6%	-4	0.1	3	22%	-9	0.0	-28%
Nc1nc(SCc2ccccc2)c2ncn(Cc3ccccc3)c2n1	11%[57.1 µM]	-10%	x	x	0	5%	x	x	-19%
CC(CNCC1CCCO1)COc1ccccc1 (stereo unspecified)	-24%	0%	-8	-0.1	15	6%	10	-0.2	7%
O=C(N/N=C/c1ccoc1)c1ccccc1F	-11%	-5%	-8	0.1	2	-4%	-4	-0.2	-9%
CCOCCCNCc1ccc(OCCC(C)C)c(OC)c1	17%[57.1 µM]	1%[57.1 µM]	35*	1.8	-2	10%	-5	-0.6	5%
O=C1CCc2cc(S(=O)(=O)NC(C(=O)Nc3cccc(F)c3)c3ccccc3)ccc2N1 (stereo unspecified)	27%	5%	x	-0.3	-3	14%	-2	-1.3	u
CCc1ccc(CNC(=O)CCn2c(=O)c3cccn3c3ccc(F)cc32)cc1	6%	-4%[11.4 µM]	x	-0.4	2	7%	7	-0.4	-3%
O=C(CCn1ccc2cc(S(=O)(=O)N3CCCC3)ccc21)NCc1ccccc1	30%[57.1 µM]	-8%[57.1 µM]	-12	0.0	-3	10%	9	-0.2	-12%
CCN(CC)C(=O)Cn1cc(C(=O)C(=O)N2CCCc3ccccc32)c2ccccc21	2%	-3%	-17	0.0	-2	1%	-7	-0.2	-20%
Fc1ccc2c(c1)C(c1ccncc1)=NNC(c1cccnc1)=N2	-4%	-6%	-13	0.4	-1	0%	4	-0.5	-14%
Nc1c(Cl)cc(C2=NCCn3nc4cc([N+](=O)[O-])ccc4c32)cc1Cl	7%[57.1 µM]	0%[57.1 µM]	-3	0.0	2	8%	0	-0.2	-28%
Cc1nnc(SCC(=O)Nc2ccc(N3CCN(S(C)(=O)=O)CC3)cc2)o1	-14%	-13%	21	0.1	-5	2%	10	0.2	3%
Oc1c(C(Nc2nc3ccccc3s2)c2ccco2)ccc2cccnc12 (stereo unspecified)	u	-5%	-15	0.3	1	-1%	5	1.5	0%
Cc1cc(NC(=O)c2ccccc2NS(=O)(=O)c2c(C)c(C)cc(C)c2C)no1	18%	20%	12	0.0	-2	-1%	10	-1.9	-2%
Cc1[nH]n(-c2cccc(Cl)c2)c(=O)c1C=NCc1ccco1	7%	-2%	1	-1.2	-1	-1%	-5	-0.8	-12%
COc1cccc(-c2ccc(C#N)c(SCC(=O)NCCc3ccc(Cl)cc3)n2)c1	7%	5%	-3	1.3	0	0%	-4	0.1	-2%
O=C1C2C3c4ccccc4C(c4ccccc43)C2c2nc3ccccc3n21 (stereo unspecified)	2%	-3%	-20	-0.1	-4	2%	-10	0.2	-16%
CC(=O)NC(Cc1ccccc1)Cc1ccccc1	8%[57.1 µM]	13%[57.1 µM]	6	-0.8	1	10%	1	0.6	u
Cc1ccccc1C(=O)N1CCC(C(=O)Nc2ccc(S(=O)(=O)N(C)C(C)C)cc2)CC1	-4%	-6%	14	-0.5	3	1%	1	-1.0	-12%
CCCN(CC(=O)Nc1ccccc1C)C(=O)COc1c(Cl)cccc1Cl	-14%	-12%	21	0.0	7	5%	-2	-0.5	-5%
COc1ccc(C2NC3=C(CCCC3)C(C#N)(C#N)C2(C#N)C#N)cc1 (stereo unspecified)	x	x	6	-0.1	x	x	1	0.0	x
OC(CNC1CCCCC1)COCCOc1ccc(Br)cc1 (stereo unspecified)	-5%	-6%	-1	0.4	-5	-1%	-1	0.5	-14%
COc1cccc(NC2=NCCCCC2)c1	15%	4%	1	1.0	2	-1%	7	0.6	-13%
O=C(CSc1nccn1-c1ncc(C(F)(F)F)cc1Cl)c1ccc(Cl)cc1	-22%	-8%	2	0.0	2	5%	2	0.2	-20%
CCN(C(=O)Cc1cccs1)c1nnc(-c2cccnc2)s1	-5%	-2%	-20	1.4	-4	4%	-3	0.2	-18%
Cn1c(N)c(C(=O)CSc2nnc(C3CC3)n2-c2ccccc2)c(=O)n(C)c1=O	-5%	-7%	-5	2.0	-1	1%	-3	-0.8	-3%
CCOC(=O)C1(S(=O)(=O)c2ccc(Cl)cc2)CCN(Cc2ccc(C)cc2)CC1	19%[57.1 µM]	-1%[57.1 µM]	-15	-0.2	3	1%	-8	2.1	-8%
COC(=O)C(CC(=O)c1ccccc1)CC(=O)c1ccccc1	8%	-7%	-11	0.0	5	-2%	-3	0.4	-11%
COc1ccc(Nc2nnc(SC(C(=O)Nc3ccc(OC)c(Cl)c3)c3ccccc3)s2)cc1 (stereo unspecified)	-11%	-11%	-15	0.3	-5	5%	1	-0.4	-18%
Nc1nonc1C(=O)N1CCCC1	15%	7%	-6	0.5	0	0%	0	-0.1	-12%
COc1cc(C(=O)OCC(=O)N(CC(C)C)C2CCS(=O)(=O)C2)ccc1OCC(C)C (stereo unspecified)	22%[57.1 µM]	9%[57.1 µM]	-1	-0.2	-4	-1%	7	0.2	-9%
Cc1nn(C(C)C(=O)N/N=C/c2ccc(N(C)C)cc2)c(C)c1[N+](=O)[O-] (stereo unspecified)	9%[57.1 µM]	-20%[57.1 µM]	-12	-0.2	-2	6%	-8	-1.0	-7%
CSc1nnc(-c2ccccc2)n1C	17%	9%	-12	0.1	1	4%	-4	0.0	u
CN(Cc1cnccn1)C(=O)CC1C(=O)NCCN1Cc1c(F)cccc1Cl (stereo unspecified)	-18%	2%	-15	0.1	0	0%	-2	0.4	-15%
C=CCNC(=O)Nc1ccc2oc(C)nc2c1	14%	8%	23	-0.3	2	2%	7	-0.1	0%
COc1ccc(S(=O)(=O)NCCc2c[nH]c3ccc(Cl)cc23)cc1	5%[57.1 µM]	4%[57.1 µM]	12	0.3	-3	13%	4	0.2	-11%
CC(C)(C)c1ccc(Cn2nnc3c(=O)[nH]c(C4CCCN(C(=O)Cc5cccs5)C4)nc32)cc1 (stereo unspecified)	14%	-6%	8	0.5	4	-2%	18	0.2	-14%
CC(C)N=C1NN=C(c2cccs2)CS1	12%[57.1 µM]	2%	-12	0.3	-3	-16%	-2	0.3	-10%
COc1ccc(C(=O)Oc2cc(N)n(S(=O)(=O)c3ccc(C)cc3)n2)cc1	23%[57.1 µM]	-14%	38*	-0.1	20	-3%	0	0.8	-12%
Cc1ccc(-c2nnc(Nc3ccccc3)c3ccccc23)cc1S(=O)(=O)N1CCOCC1	2%	-5%	x	-0.7	0	-9%	6	-0.3	-6%
COc1ccc(NC(=O)CSc2ccccc2)cc1S(=O)(=O)N1CCOCC1	-16%	-8%	-6	-0.1	-4	1%	2	0.2	2%

Just USP1 inh, D2 antag and TrxR1 inh, for 2 of the compounds above:
Molecule,USP1 inh,D2 antag,TrxR1 inh
CC(C)N=C1NN=C(c2cccs2)CS1,-10%,-12,12%[57.1 µM]
COc1ccc(C(=O)Oc2cc(N)n(S(=O)(=O)c3ccc(C)cc3)n2)cc1,-12%,38*,23%[57.1 µM]

Full records, quoted from the list. Screens in order: TrxR1 inh	TrxR1 substrate	D2 antag	TRHR agonist	PI4K2A block	IDH1 R132H inh	TRHR PAM	D2 agonist	USP1 inh
CN(Cc1cnccn1)C(=O)CC1C(=O)NCCN1Cc1c(F)cccc1Cl (stereo unspecified) is entered as -18%	2%	-15	0.1	0	0%	-2	0.4	-15%
COc1ccc(Nc2nnc(SC(C(=O)Nc3ccc(OC)c(Cl)c3)c3ccccc3)s2)cc1 (stereo unspecified) is entered as -11%	-11%	-15	0.3	-5	5%	1	-0.4	-18%
COC(=O)C(CC(=O)c1ccccc1)CC(=O)c1ccccc1 is entered as 8%	-7%	-11	0.0	5	-2%	-3	0.4	-11%
CC(C)N=C1NN=C(c2cccs2)CS1 is entered as 12%[57.1 µM]	2%	-12	0.3	-3	-16%	-2	0.3	-10%

Next part
SMILES	TrxR1 inh	TrxR1 substrate	D2 antag	TRHR agonist	PI4K2A block	IDH1 R132H inh	TRHR PAM	D2 agonist	USP1 inh
O=c1c(-c2nn[nH]n2)coc2ccc(Cl)cc12	7%[57.1 µM]	-12%	5	0.7	-3	5%	4	-1.0	1%
COCCn1nnnc1C(c1ccc(OC)cc1)N1CCN(c2ccccc2F)CC1 (stereo unspecified)	18%[57.1 µM]	16%[57.1 µM]	-16	-0.1	-4	1%	-3	6.3	-23%
O=[N+]([O-])c1ccc(S(=O)(=O)N/N=C/c2ccco2)cc1	-3%	-2%	22	0.4	-11	-2%	3	0.1	-6%
COc1ccc(CCNC(=O)CCCC(=O)n2nc(C)c3ccccc32)cc1OC	18%	0%	4	-0.3	-16	12%	-3	-0.6	-20%
O=C(CCCn1c(SCc2cc(=O)n3ccccc3n2)nc2ccccc2c1=O)NCC1CCCO1 (stereo unspecified)	-6%[57.1 µM]	1%[57.1 µM]	-7	-0.3	0	8%	2	-0.2	-15%
Cc1ccc(C)c(N2CCN(C(=O)Cn3cnc4nc5c(cc4c3=O)CCCC5)CC2)c1	31%[57.1 µM]	12%[57.1 µM]	x	0.0	-2	-3%	0	0.3	-11%
CCOc1cc2[nH]c(=O)n(CCCCCC(=O)NCc3ccco3)c(=O)c2cc1OCC	9%	7%	5	-0.8	1	-3%	-8	-1.3	-5%
